# Screening results deposited in PubChem BioAssay by Fisher Drug Discovery Resource Center.
# hcGAS lum = blocks human cGAS activity; recombinant h-cGAS, ATP depletion, Kinase-Glo luminescence; inhibition, % at 12.5 µM; actives 0.081% (n = 290,000); AID 1259398;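 further: 0% = vehicle reaction and 100% = reaction without DNA for no activity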
# Target sequence (Q8N884 whole entry, looked up): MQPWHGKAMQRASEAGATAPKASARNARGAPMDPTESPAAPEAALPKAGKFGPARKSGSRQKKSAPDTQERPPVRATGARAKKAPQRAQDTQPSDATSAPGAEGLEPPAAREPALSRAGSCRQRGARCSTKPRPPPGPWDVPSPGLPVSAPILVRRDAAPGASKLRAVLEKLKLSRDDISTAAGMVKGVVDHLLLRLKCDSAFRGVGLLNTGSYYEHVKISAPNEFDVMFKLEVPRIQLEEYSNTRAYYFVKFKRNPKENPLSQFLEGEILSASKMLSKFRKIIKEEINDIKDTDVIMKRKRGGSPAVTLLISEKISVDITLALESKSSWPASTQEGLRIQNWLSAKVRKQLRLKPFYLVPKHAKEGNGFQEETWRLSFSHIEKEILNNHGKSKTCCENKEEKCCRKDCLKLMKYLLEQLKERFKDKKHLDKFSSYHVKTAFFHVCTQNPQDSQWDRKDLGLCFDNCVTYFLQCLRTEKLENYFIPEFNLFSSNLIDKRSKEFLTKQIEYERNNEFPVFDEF
# NPYLR7 ag = activates Aedes aegypti NPYLR7 receptor; HEK293T NPYLR7/Galpha15, GCaMP6s calcium fluorescence; activation, % at 10 µM; actives 0.15% (n = 270,000); in the data active means activation above about 40%;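 further: 0% = vehicle and 100% = reference agonist at the receptor; some compounds past the cut are filed as inactive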
# mcGAS lum = blocks mouse cGAS activity | recombinant cGAS, Kinase-Glo ATP depletion luminescence | actives 0.15% (n = 160,000) | Q8C6L5 | inhibition, % at 12.5 µM | AID 1259399;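 further: 0% = negative control wells and 100% = reference inhibitor with no enzyme activity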
# Active calls of the source: *; / = no result given; & = joins results of further samples. Unless noted, no stated cut-off is given here; in the data, active means inhibition above about 40%; inactive means the rest.
# A first look:
structure,NPYLR7 ag,hcGAS lum,mcGAS lum
C=C1CCC(OC(C)=O)C2(C)CCC3C(C)C(=O)OC3C12O (stereo unspecified),6,3,-3
CC(=O)N1CCCN(CC(=O)Nc2c(C#N)c(C)c(C)n2Cc2ccccc2)CC1,9,-5,/

# All compounds of this part, from the start:
structure,NPYLR7 ag,hcGAS lum,mcGAS lum
C=C1CCC(OC(C)=O)C2(C)CCC3C(C)C(=O)OC3C12O (stereo unspecified),6,3,-3
CC(=O)N1CCCN(CC(=O)Nc2c(C#N)c(C)c(C)n2Cc2ccccc2)CC1,9,-5,/
O=C(NCC(O)c1ccc(OC(F)F)cc1)c1ccc(Cl)s1 (stereo unspecified),5,-5,/
CN(C(=O)c1ccc(C(C)(C)C)cc1)C1(C)CCS(=O)(=O)C1 (stereo unspecified),4,-6,/
COc1cccc(CN2CCCC3(CCN(C(=O)c4ccsc4)C3)C2)c1 (stereo unspecified),6,-4,/
CCC1CCc2[nH]c(=S)c(C#N)c(C(F)(F)F)c2C1 (stereo unspecified),1,-1,/
Cc1nc(C)c(CC(=O)N2CCC(N3CCC(C(=O)NC4CC4)CC3)CC2)s1,3,-5,/
C=CCNC(=O)c1cc2c(=O)n3ccccc3nc2n1C,2&0,-7&-4,-6

structure,NPYLR7 ag,hcGAS lum,mcGAS lum
CC(=O)NCCc1ccc(-c2csc(-c3ccc(N(C)C)cc3)n2)cc1,-1,-6,/
CCC(CNC(=O)c1ccc(C)nc1)N1CCc2ccccc2C1 (stereo unspecified),0,-3,/
Cc1ccc(C=NN2CCOCC2)s1,-2,0,/
Cc1onc(-c2c(Cl)cccc2Cl)c1C(=O)N1CCN(c2c3c(nc4ncnn24)CCCC3)CC1,-4,-2,-5
COc1ccc(C=CC(=O)OCc2cc(=O)oc3ccc4ccccc4c23)cc1,-6,-10,-4
c1ccc(Oc2ccccc2COc2ccc(-c3nnco3)cc2)cc1,0,-6,/
O=C(NC1CCCCC1)c1cccnc1Oc1ccc(Cl)cc1,6,-5,-4
CCOc1ccc(-c2[nH]ncc2-c2ccc(OC)c(OC)c2)c(O)c1,-1,-6,-7

structure,NPYLR7 ag,hcGAS lum,mcGAS lum
O=c1cc(N2CCN(Cc3cc4n(n3)CCNC4)CC2)cn[nH]1,4,-6,/
CCOC(=O)C1CCCN(CN2C(=S)SC3=NC(=O)CCCN32)C1 (stereo unspecified),0,-2,/
Cc1nc(-c2cccs2)sc1C(=O)N(C)C(C)c1ccccc1 (stereo unspecified),4,-5,/
O=C(NCc1cc(-c2ccccc2)no1)N1CCCC(C(F)(F)F)C1 (stereo unspecified),10,-14,/
NC(=O)C(NNC(=O)C1CCCCC1)c1ccccc1 (stereo unspecified),3,0,/
CC(C)CN(Cc1ccc(C(N)=O)cc1)CC(O)c1ccccc1 (stereo unspecified),12,-9,-15
COc1ccccc1NC(=O)C1Cc2ccccc2CN1S(=O)(=O)c1cccs1 (stereo unspecified),7,-4,/
COC(C(=O)N1CCN(Cc2cccc(-c3noc(C4CCCC4)n3)c2)CC1)c1ccccc1 (stereo unspecified),1,-7,-7

structure,NPYLR7 ag,hcGAS lum,mcGAS lum
O=C(Nc1ccncc1)c1cc(Cl)c2c(c1)OCCO2,2,-17,/
COc1cccc(C(CCN2CCOCC2)Oc2cccc(C(C)C)c2)c1 (stereo unspecified),/,-6,-6
Cn1nc(C(=O)NCc2ccc(F)cc2)c2c1CCC(NC1CCN(Cc3ccccc3)CC1)C2 (stereo unspecified),-1,0,-1
CC(C)c1cncnc1NCc1cccnc1Oc1ccc(F)c(F)c1,-2,4,/
CN(C)S(=O)(=O)N1CCC(Oc2ccc(C(=O)NC3CCc4ccccc43)cc2)CC1 (stereo unspecified),8,0,-4
COc1ccc(CC(=O)Nc2cc(C)nn2-c2nc3ccc(OC)cc3s2)cc1,-8,-8,-13
CCC(C)Sc1nc2c([nH]c3ccccc32)c(=O)n1C (stereo unspecified),1,-2,-6
Cc1ccc(S(=O)(=O)Nc2cc(C(C)C)[nH]n2)cc1,-8,0,/

# The final 3 entries of the part above lead into the next:
structure,NPYLR7 ag,hcGAS lum,mcGAS lum
COc1ccc(CC(=O)Nc2cc(C)nn2-c2nc3ccc(OC)cc3s2)cc1,-8,-8,-13
CCC(C)Sc1nc2c([nH]c3ccccc32)c(=O)n1C (stereo unspecified),1,-2,-6
Cc1ccc(S(=O)(=O)Nc2cc(C(C)C)[nH]n2)cc1,-8,0,/
C=CCN(CC(=O)N(Cc1ccccc1)Cc1ccc(C)s1)C(=O)Nc1ccc(Cl)cc1Cl,/,-3,-6
O[C@@H]1CN(Cc2cccc3nsnc23)CC[C@H]1c1ccc(F)cc1,25,0,-6
O=C(COc1coc(CN2CCc3ccccc3C2)cc1=O)NCc1ccccc1,-2,-7,-8
CCCNC(=S)N1CCc2cc(OC)c(OC)cc2C1CNC(=O)c1cccc(F)c1 (stereo unspecified),12,-5,-4
O=C(NCC1CCS(=O)(=O)C1)NCC(O)c1ccc(F)c(F)c1 (stereo unspecified),-1,-9,/
COC(=O)c1sc(N2C(=O)C(O)=C(C(=O)c3ccc(C)o3)C2c2cc(OC)ccc2OC)nc1C (stereo unspecified),0,0,1
CC(C)COc1nc(-c2ccccc2F)n(-c2ccc(NC(=O)C(C)(C)CCl)cc2)n1,-10,-12,-7
COc1cccc(-n2c(=O)[nH]c3sc4c(c3c2=O)CCN(C(=O)C2CCCC2)C4)c1,5,-4,-4

structure,NPYLR7 ag,hcGAS lum,mcGAS lum
COCCNC(=O)C(NC(=O)CC(C)C)C1CCN(C(=O)c2ccc3c(c2)OCO3)CC1 (stereo unspecified),-4,-6,-5
CC1=NC2=C(C(=O)CCC2)C(c2coc3ccc(C)cc3c2=O)C1C(=O)OCC1CCCO1 (stereo unspecified),-13,8,5
CCCNC(=O)NNC(=O)C(C)NC(=O)C12CC3CC(CC(C3)C1)C2 (stereo unspecified),-3,-6,/
O=C(NCc1cccnc1)c1coc(CN(CCN2CCOCC2)Cc2ccc(F)cc2)n1,20,-4,-6
Cn1c(CNC(=O)C2CCC(=O)N(Cc3ccccn3)C2)nc2ccccc21 (stereo unspecified),18,-8,/
COC(=O)C(=O)N1CCc2cc(OC)c(OC)cc2C1c1ccccc1 (stereo unspecified),1,3,3
Cc1cc(C)n(CCC(=O)N(C)Cc2noc(CC(C)C)n2)c(=O)n1,-1,-4,-11
CCOCCOC1CCCN(C(=O)C2CCCC2)C1 (stereo unspecified),27,-9,-5

structure,NPYLR7 ag,hcGAS lum,mcGAS lum
CC1CN=C(N2CCN(C(C(N)=O)c3ccccc3)CC2)S1 (stereo unspecified),-23,-9,/
Cc1ccc2nc(C)c(C(=O)NC3CC(=O)N(C(C)C)C3)cc2c1 (stereo unspecified),-10,-5,/
CNC(=O)C1(C)CCN1C(=O)Cc1ccc(C(C)C)cc1 (stereo unspecified),7,-7,-3
Cc1cnc(N)c(-c2ccc(S(C)(=O)=O)cc2)c1,20,-3,-14
O=C(Nc1ccc(Br)cc1Cl)N1CC(=O)N2CCc3ccccc3C2C1 (stereo unspecified),30,-9,-6
CC(C)c1nc2sc3c(NCCO)ncnc3c2c2c1CCCC2,7,-4,/
CCOc1cc(CO)cc(I)c1OCC(=O)O,11,-2,/
Cc1cccc2nc(CSc3nnc(C(F)(F)F)n3C)cc(=O)n12,1,-3,/

structure,NPYLR7 ag,hcGAS lum,mcGAS lum
NC(=O)c1cnc2n1CCN(C(=O)c1scc3c1OCCO3)C2,29,-8,-19
Cc1cc(C)n(-c2cc(Oc3ccc([N+](=O)[O-])cc3)nc(-c3ccccc3)n2)n1,-13,-3,/
O=C(NCCCCCC(=O)N(CCCO)CC1CC1(c1ccccc1)c1ccccc1)OCc1ccccc1 (stereo unspecified),8,-7,-5
CCn1ncnc1CN1CCC(c2[nH]ncc2Cc2ccccc2)CC1,13,-4,/
O=C(C1CCCC1)N(Cc1ccc(F)cc1F)CC1CC(c2ccccc2Cl)=NO1 (stereo unspecified),-1,-2,-2
CC(C)CN(C/C=C/c1ccccc1)C(=O)c1ccc2nccn2c1,-5,-4,/
C=CCNC(=O)O[C@@H]1CC(C(=O)N[C@H](CC(N)=O)C(N)=O)=C[C@@H](NC(=O)[C@H](C)NC)[C@H]1O,-8,-5,-8
CCOC(=O)C1(C)C=C(Nc2ccccc2[N+](=O)[O-])C(=O)N1c1ccccc1 (stereo unspecified),-5,-6,/

structure,NPYLR7 ag,hcGAS lum,mcGAS lum
CCn1c(C2CCCN(C(=O)c3cc(C(C)C)oc3C)C2)n[nH]c1=O (stereo unspecified),8,-8,/
Cc1cc(C)n(CC(C)NCc2nncn2C2CCCCC2)n1 (stereo unspecified),14,-5,/
Cc1cccn2c(=O)c3cc(C(=O)N4CC(C)OC(C)C4)sc3nc12 (stereo unspecified),1,-4,/
COc1ccc(NC(=O)CCC2CCN(Cc3cc(Cl)ccc3O)CC2)c(OC)c1,6,-9,-10
Cc1nc(C)c(C(C)NC(=O)N2CCCCCC2c2ccncc2)s1 (stereo unspecified),0,-2,/
CCOC(=O)c1cnc(-c2cccnc2)nc1NCCCN1CCCCC1C (stereo unspecified),19,-9,-6
O=C(C=Cc1ccccc1)N1CCCC1c1nc2ccccc2s1 (stereo unspecified),2,-3,/
COc1ccc(CC(=O)Nc2cc(C)nn2-c2nc3c(cnn3-c3cccc(C)c3C)c(=O)[nH]2)cc1,/,-5,-10

structure,NPYLR7 ag,hcGAS lum,mcGAS lum
Cc1cc(C)n2nc(C(=O)N3CCCC(CCc4ccccc4C)C3)cc2n1 (stereo unspecified),11,-6,/
O=C(CSc1nc(Cl)cc(N2CCN(c3cccc(Cl)c3)CC2)n1)NCCN1CCOCC1,-10,-5,-3
COc1cccc(NC(=O)CCC2CCN(C(=O)C3CC34CCCC4)CC2)c1 (stereo unspecified),0,4,/
O=C1CCCCC1Sc1nc(C2CC2)nc2ccccc12 (stereo unspecified),16,-9,-17
O=c1[nH]c(=S)ccn1-c1nc(-c2ccccc2)sc1-c1ccccc1,-2,-3,-6
Cn1cnnc1SCC(=O)Nc1sccc1C(N)=O,-7,-5,/
O=C(NC(C(=O)c1ccccc1)n1cccnc1=O)c1ccccc1 (stereo unspecified),-15,-7,/
Cc1ccc(C(=O)OCCN2C(=O)c3cccc4c(N5CCCCC5)ccc(c34)C2=O)cc1,-4,-10,/

structure,NPYLR7 ag,hcGAS lum,mcGAS lum
O=C(NC1CC1)c1ccc(-c2ccc(Cl)cc2Cl)o1,2,-7,/
O=C1CCC([N+](=O)[O-])C(c2cc3c(cc2Br)OCO3)N1 (stereo unspecified),2,-7,-7
COc1cn(CC(=O)NCc2ccc(C)cc2)c(CSc2nccc(C)n2)cc1=O,-4,-8,-9
COCc1c(Br)c(C)nc(OCC(=O)N/N=C\c2ccccc2Cl)c1C#N,-5,3,-6
Cc1nnc(SCC(=O)Nc2ccc(Cl)cc2F)s1,-3,0,2
C#CCn1cnc2c(nnn2-c2cc(C)cc(C)c2)c1=O,-5,-7,-9
Cc1cc(S(=O)(=O)N2CCN(c3c4c(nc5ncnn35)CCCC4)CC2)c(C)cc1Cl,18,-6,-7
CCc1cc(CN2CCC(CNC(=O)c3cccc(O)c3C)C2)on1 (stereo unspecified),11,-5,/

structure,NPYLR7 ag,hcGAS lum,mcGAS lum
C=CC(C)(C)S(=O)(=O)c1ccc(C)cc1,-4,-3,/
COc1ccc(Br)cc1/C=C/c1nc2sc(C)c(C)c2c(=O)[nH]1,1,4,/
Cc1ccc(-n2c(CNC(=O)c3cccc(Cl)c3)nnc2SCc2ccccc2C)cc1,9,-7,-5
Cc1cccc(CNC(=O)Nc2ccc3c(c2)n(C)c(=O)n3C)c1,10,-11,/
COc1ccccc1OCCCN1C(=O)C2(CC(=O)N(CCC(F)(F)F)C2=O)c2cc(Cl)ccc21 (stereo unspecified),-7,-2,-1
CC(COC(=O)CCCOc1ccc2c(c1)CCC(=O)N2)NC(=O)OC(C)(C)C (stereo unspecified),-4,-8,/
CN(C)CCCn1ccnc1-c1ccc(N(C)C)nc1,4,-5,-15
CN(C)c1ccc(/C=C2\C(=O)NC(=S)N(Cc3ccccc3)C2=O)cc1[N+](=O)[O-],4,1,/

structure,NPYLR7 ag,hcGAS lum,mcGAS lum
O=C(CCl)N1CCc2cc([N+](=O)[O-])ccc21,6,-9,/
O=C(O)C1CC=CCC1C(=O)Nc1ccc2c(c1)OC(F)(F)O2 (stereo unspecified),3,2,/
Cc1ccn2c(CNCCn3nc(C)cc3C)c(C(=O)N3CCCCCC3)nc2c1,0,-2,/
COCCN(C)CC(=O)N1CCn2c(C(N)=O)cnc2C1,1,-6,/
CCS(=O)(=O)Oc1ccc(CN(CC(C)C)C(=O)C(c2ccccc2)c2ccccc2)cc1,-5,-6,-4
CC(C(N)=O)N1CCCN(C(=O)c2cccc(F)c2)CC1 (stereo unspecified),8,-2,/
O=C(CCSc1ccc(Cl)cc1)Nc1ccc(F)c(F)c1F,-1,-7,-6
COc1cccc(C2c3[nH]c4ccccc4c3CCN2Cc2cccn2-c2ncccn2)c1 (stereo unspecified),0,0,-2

# One compound at a time, as listed above. Order of values: NPYLR7 ag | hcGAS lum | mcGAS lum
# Entry for O=C(CCSc1ccc(Cl)cc1)Nc1ccc(F)c(F)c1F = -1 | -7 | -6
# Entry for CC(C(N)=O)N1CCCN(C(=O)c2cccc(F)c2)CC1 (stereo unspecified) = 8 | -2 | /
# Entry for Cc1ccn2c(CNCCn3nc(C)cc3C)c(C(=O)N3CCCCCC3)nc2c1 = 0 | -2 | /
# Entry for COc1cccc(C2c3[nH]c4ccccc4c3CCN2Cc2cccn2-c2ncccn2)c1 (stereo unspecified) = 0 | 0 | -2
# Entry for O=C(CCl)N1CCc2cc([N+](=O)[O-])ccc21 = 6 | -9 | /
